Screening data from PubChem.
Lipid storage S3: qHTS Assay for Lipid Storage Modulators in Drosophila S3 Cells | Drosophila S3 cells, BODIPY lipid droplet fluorescence, 18-24 h; cells fed with added oleic acid | Potency in µM for hits, for the others lipid storage change, negative = inhibition, % at the top dose, mostly 46.1 µM | 0.64% of 320,000 active; active = well fitted inhibition curve with a large enough effect in the signal ratio, with a control signal flat, not every such curve was filed as active; inconclusive = small, poorly fitted or top-dose-only effect, or effect the other way, or a change in a side signal; the % refers to the signal ratio
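Laser-scanning cytometry quantifies lipid droplet accumulation (500–530 nm total intensity; droplet/cell object ratio) in oleic acid-fed (400 uM added) Drosophila S3 cells treated with a concentration series. 20 uM Triacsin C defined 100% inhibition.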
Lipid storage S3 cell count max: also measured in Lipid storage S3; calls as there; cell number change, %; measured here: cell count max response;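 cells counted by Cell Tracker Red CMTPX staining in the red channel; peak over a dose series mostly up to 46.1 µM; percent activity relative to internal control wells on each plate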
The depositor's hits bear a star; i = inactive; ? = inconclusive; . = no result given; [ ] = remark or other dose. % is set by controls: 0 for no effect and ±100 for the full control effect; potency is the fitted concentration of half-maximal effect.

Value order: Lipid storage S3 | Lipid storage S3 cell count max
CN(C)CCOC(=O)C1(c2ccccc2)CCCC1
 : ? | .
O=C(NNC(=O)c1ccco1)c1ccc(NS(=O)(=O)c2cccs2)cc1
 : ? | .
CCc1nnc(NC(=O)/C=C/c2cccs2)s1
 : 4.9% | -2.7
Cc1cc(OCC(=O)OCC(=O)N2c3ccccc3NC(=O)C2(C)C)ccc1Cl
 : ? | .
Cc1ccc(CSC2=NCCN2C(=O)c2ccc([N+](=O)[O-])cc2)cc1
 : ? | .
O=C(CSc1nnc(-c2ccc(O)cc2)o1)Nc1ccc2c(c1)OCCO2
 : -3.0% | -0.7
NNC(=O)C(=O)/C=C1\NC2(CCCC2)Cc2ccccc21
 : -5.6% | -7.4
C=CCN(CC=C)C(=O)c1ccncc1
 : -1.3% | -1.1
CCOc1ccc2nc(NC(=O)CSc3nnc(-c4ccncc4)n3CC3CCCO3)sc2c1 (configuration not stated)
 : 16.0% | 18.8
Cc1ccc(CNS(=O)(=O)c2c(C)[nH]c(C)c2C(=O)N2CCCCC2)o1
 : i | -5.6

More results:
Value order: Lipid storage S3 | Lipid storage S3 cell count max
COCC1CCN(C(=O)c2cc(COc3cncc(Cl)c3)on2)C1 (configuration not stated)
 : i | 8.8
CC(C)CNC(=O)c1cccc(NC(=O)C(C)Oc2ccccc2)c1 (configuration not stated)
 : ? | .
Cc1ccc(-n2c(-c3ccco3)nc3c(cnn3-c3ccccc3C)c2=O)cc1
 : ? | .
COc1ccc(C(C)=O)cc1CSc1ccc(S(=O)(=O)N2CCOCC2)cn1
 : ? | .
O=C(CCCn1nnc2ccccc2c1=O)N[C@@H](Cc1ccccc1)C(=O)O
 : 7.5% | 7.0
O=C(O)CCSc1ccccn1
 : ? | .
O=C(Nc1ccccc1Cl)c1cc(S(=O)(=O)N2CCOCC2)cs1
 : ? | .
Cc1c(NC(=O)c2cc(-c3cccs3)nc3ccccc23)c(=O)n(-c2ccccc2)n1C
 : 20.3% | -2.5
COc1ccc(CC2(CO)CCN(S(=O)(=O)c3c(C)nn(C)c3Cl)CC2)cc1
 : 11.4% | 2.5
COCCN(C(=O)CSc1nnc(-c2ccccc2OC)o1)c1c(N)n(CC(C)C)c(=O)[nH]c1=O
 : ? | .

Next compounds.
Value order: Lipid storage S3 | Lipid storage S3 cell count max
Cc1c(C)n(C)c2ccc(C(=O)NCCCN3CCCC3)cc12
 : ? | .
CCn1c(COc2ccc(C)cc2)nnc1SCc1ccc(C#N)cc1
 : ? | .
O=C(Oc1ccccc1C(=O)Nc1ccccc1)c1ccc(Br)c([N+](=O)[O-])c1
 : ? | .
Cc1oc(-c2ccccc2Cl)nc1CN1CCCCC1CO (configuration not stated)
 : -0.1% | 16.5
NC(=O)c1cnn2c(C(F)(F)F)cc(-c3ccc(F)cc3)nc12
 : ? | .
Cc1c(NC(=O)CSc2nnc(C(C)Oc3ccc(Cl)cc3)n2-c2ccccc2)c(=O)n(-c2ccccc2)n1C (configuration not stated)
 : 6.4% | 9.0
COc1ccccc1Nc1ncnc2ccc(C)cc12
 : ? | .
Cc1cc(NCc2ccco2)n2c(nc3ccccc32)c1C#N
 : ? | .
COc1ccc(OC)c(-c2cnc(OC(C)(C)C)nc2OC(C)(C)C)c1
 : ? | .
COc1ccc(NC(=O)CCCN2C(=O)CN(C)C2=O)cc1Cl
 : ? | .

The listing continues:
Value order: Lipid storage S3 | Lipid storage S3 cell count max
CC1(C)Nc2ccccc2C(=O)N1NC(=O)c1ccccc1
 : 0.6% | 8.5
COc1ccc(CN(C)S(=O)(=O)c2nnc(NC(=O)c3cccc(OC)c3)s2)cc1
 : ? | .
O=C1c2ccc3c4c(ccc(c24)C(=O)N1NC(=O)C(F)(F)F)CC3
 : ? | .
Cc1ccc(C(=O)Nc2cccc3[nH]c(C(F)(F)F)nc23)cc1
 : ? | .
CCC(=O)NC(Nc1sc2c(c1C(=O)OC)CCC2)C(Cl)(Cl)Cl (configuration not stated)
 : ? | .
CCOC(=O)Cc1csc(NC(=O)COc2ccc(C)cc2)n1
 : 14.4% | -7.5
COC(=O)[C@]1(C)N[C@H](c2ccc(-c3ccccc3)cc2)[C@@H]2C(=O)N(C)C(=O)[C@@H]21
 : ? | .
COc1ccc(OC)c(S(=O)(=O)NCCCn2ccnc2)c1
 : ? | .
CCOC(=O)Cc1cc(=O)n2[nH]c(C)c(-c3ccccc3OC)c2n1
 : 2.1% | 7.6
COC(=O)c1sccc1NC(=O)c1ccccc1[N+](=O)[O-]
 : 19.6% | 8.9

Additional results
Value order: Lipid storage S3 | Lipid storage S3 cell count max
CCOC(=O)N/N=C(\C)c1cccs1
 : -0.8% | -2.9
CCNCC(=O)N1c2ccccc2CCc2ccc(NC(=O)OCC)cc21
 : 8.9% | 14.4
CCCCn1c(N)c(N(CCC(C)C)C(=O)C(C)N2C(=O)c3ccccc3C2=O)c(=O)[nH]c1=O (configuration not stated)
 : ? | .
COc1ccc(NC(=O)CN2CCc3ccccc3C2)c([N+](=O)[O-])c1
 : ? | .
COc1ccc(O)c(/C=N/NC(=S)NCCc2ccccc2)c1
 : ? | .
CC(Nc1nc(-c2cccnc2)nc2ccccc12)c1ccc(F)cc1 (configuration not stated)
 : ? | .
O=C1CN(C(=O)c2ccc(Br)o2)C(c2ccc(F)cc2)c2cc(Cl)ccc2N1 (configuration not stated)
 : ? | .
Cc1ccc(C(=O)N2CCC(n3nccc3NC(=O)C3CCOC3)CC2)cc1 (configuration not stated)
 : -20.4% | -9.1
Cc1ccc(/C=C/C(=O)c2ccc([N+](=O)[O-])o2)cc1
 : ? | .
Cc1ccc(S(=O)(=O)NNC(=S)NC(C)(C)C)cc1
 : ? | .

Next section
Value order: Lipid storage S3 | Lipid storage S3 cell count max
Cc1ccc(S(=O)(=O)N2CCN(C(=O)c3n[nH]c4ccccc34)CC2)cc1
 : ? | .
CCc1nc(N2CCOCC2)c(C#N)c2c1COC(C)(C)C2
 : ? | .
Cn1c(=O)cc(N2CCc3ccccc32)[nH]c1=O
 : 22.3% | .
Cc1cccc(OCC(=O)Nc2ccc3oc(=O)ccc3c2)c1C
 : ? | .
Cc1ccnc(N2C(=O)c3ccccc3C2Nc2cccc(C)c2C)c1 (configuration not stated)
 : 7.2% | 3.3
Cc1ccc(CSc2nc3ccncc3n2CC(=O)Nc2cc(C)cc(C)c2)cc1
 : ? | .
O=C(Nc1cc(Cl)ccc1-n1cncn1)c1ccc(F)c(S(=O)(=O)N2CCOCC2)c1
 : ? | .
O=C(N/N=C1/CC(c2ccccc2)Oc2ccccc21)C1CC1 (configuration not stated)
 : i | -20.1
COc1ccc(CNC(=O)[C@H](C)NC(=O)N2CCn3c2nc2ccccc23)cc1
 : ? | .
c1ccc2c(c1)nc(Nc1ccc(N3CCCCC3)cc1)c1nncn12
 : ? | .

Part of the list above, field by field:
COc1ccc(NC(=O)CN2CCc3ccccc3C2)c([N+](=O)[O-])c1
  Lipid storage S3: ?
  Lipid storage S3 cell count max: .

COc1ccc(O)c(/C=N/NC(=S)NCCc2ccccc2)c1
  Lipid storage S3: ?
  Lipid storage S3 cell count max: .

Next records.
Value order: Lipid storage S3 | Lipid storage S3 cell count max
CCOC(=O)C1CCCN(S(=O)(=O)c2ccc(Cl)nc2)C1 (configuration not stated)
 : ? | .
CCc1nnc(NC(=O)c2cccs2)s1
 : ? | .
CCOC(=O)c1c(C)[nH]c(C)c1C(=O)CSc1nnnn1-c1ccccc1
 : ? | .
CC(C)CN(C(=O)COC(=O)Cc1n[nH]c(=O)c2ccccc12)C1CCS(=O)(=O)C1 (configuration not stated)
 : 6.8% | -1.3
CCCCC(=O)NC1=C(C(=O)OC)SCC1
 : ? | .
COc1ccc(NC(=O)C2CCC(CNS(=O)(=O)c3cccs3)CC2)cc1 (configuration not stated)
 : -7.6% | -1.6
CC(Oc1ccc(Cl)cc1Cl)C(=O)OCn1nnc2ccccc2c1=O (configuration not stated)
 : ? | .
CCN(CCO)Cc1csc2cc(C)ccc12
 : ? | .
Cc1cc(N2CCN(C(=O)c3ccco3)CC2)n2nc(C)c(-c3ccc(Cl)cc3)c2n1
 : ? | .
Cc1cccc(N2CCN(C(=O)c3cc4n(n3)C(C(F)(F)F)CC(c3ccco3)N4)CC2)c1C (configuration not stated)
 : ? | .

(next part)
Value order: Lipid storage S3 | Lipid storage S3 cell count max
CCc1ccc(CN2CCC(C(=O)Nc3cccc(-c4nnc(C)s4)c3)CC2)o1
 : i | -7.8
Oc1cccc(C=NCc2ccccc2)c1
 : -17.0% | -15.2
CN1C(=O)CC(C(=O)Nc2ccc(F)cc2)SC1=Nc1ccc2c(c1)OCO2 (configuration not stated)
 : i | .
O=C(OCCN1CCCC1=O)c1cncc(Br)c1
 : ? | .
O=C(CSc1nnc(-c2ccccc2Cl)o1)Oc1ccc(Br)cc1
 : -0.2% | 0.4
COC(=O)C1=C(C)Nc2c(c(=O)n(C)c(=O)n2C)C1c1ccncc1 (configuration not stated)
 : ? | .
Cn1nccc1NC(=O)NC(=O)c1c(Cl)cccc1Cl
 : ? | .
CCOC(=O)CNC(=O)c1nn(-c2cccc(OC)c2)c(=O)c2ccccc12
 : i | 6.3
COc1cc2c(cc1OC)C[N+](C)(C)CC2
 : 2.8% | 8.0
O=C(NCc1cccnc1)c1ccc(N2CCOCC2)c([N+](=O)[O-])c1
 : ? | .

Next entries:
Value order: Lipid storage S3 | Lipid storage S3 cell count max
CCOc1cc(-c2cc(-c3ccc(NC(C)=O)cc3)nc(N)c2C#N)ccc1O
 : ? | .
N#Cc1cccc(C#N)c1Oc1ccc(S(=O)(=O)Nc2ccc(Cl)cc2)cc1
 : 7.8% | 4.4
CC1(C)C(=O)Nc2ccccc2N1C(=O)COC(=O)CNS(=O)(=O)c1ccc(F)c(F)c1F
 : ? | .
N#CC1=C(N)Oc2n[nH]c(-c3cccs3)c2C1c1ccco1 (configuration not stated)
 : i | .
Cc1cc(C)c(NC(=O)CSc2nnc(-c3ccccn3)n2N)c(Cl)c1
 : ? | .
O=C(CSc1cn(CC(=O)N2CCCCC2)c2ccccc12)NCC1CCCO1 (configuration not stated)
 : ? | .
CN1C(=O)C(c2ccccc2[N+](=O)[O-])C(=O)c2ccccc21 (configuration not stated)
 : ? | .
C=CCn1cc(-c2cccc(Cl)c2)cc(C#N)c1=O
 : ? | .
CCOc1ccc(NC(=O)CCS(=O)(=O)c2ccc(C)cc2)cc1
 : -5.5% | 9.9
COc1ccc2oc(C(=O)NCC3CCCO3)c(C)c2c1 (configuration not stated)
 : i[0.369 µM] | -7.9

The listing continues.
Value order: Lipid storage S3 | Lipid storage S3 cell count max
CC1(c2ccccc2)CC(C)(C)N2C(=O)C(=O)c3cccc1c32 (configuration not stated)
 : 3.4% | 1.2
CCCN(CCC)S(=O)(=O)c1ccc(C(=O)OCCN2C(=O)c3cccc4c(N5CCOCC5)ccc(c34)C2=O)cc1
 : ? | .
COc1ccccc1CN1CCC(CNS(=O)(=O)c2cc(-c3cc(C)no3)ccc2C)CC1
 : ? | .
CC(C)CN(C(=O)c1cccc(F)c1)c1c(N)n(CC(C)C)c(=O)[nH]c1=O
 : ? | .
COc1cc2ccc(=O)oc2cc1OCC(O)C(C)(C)O (configuration not stated)
 : -2.2% | 10.8
O=C(O)c1cc([N+](=O)[O-])c(Sc2nc3ccccc3[nH]2)c([N+](=O)[O-])c1
 : 4.6% | 14.9
O=C(CCC(=O)c1cccs1)OCC(=O)c1ccccc1F
 : ? | .
CN(CC(=O)Nc1ccccc1Br)Cc1nc2ccccc2c(=O)[nH]1
 : ? | .
Cc1ccc(SCC(=O)NCCC2=CCCCC2)cc1
 : -19.6% | 12.9
COCCn1cnnc1SCC(=O)c1ccc(S(=O)(=O)N2CCCC2)cc1
 : i | 22.2

The listing continues:
Value order: Lipid storage S3 | Lipid storage S3 cell count max
CCC(Oc1ccc(C)cc1)C(=O)Nc1ccc(S(=O)(=O)Nc2cc(C)on2)cc1 (configuration not stated)
 : ? | .
C=CCn1c(C)c(C(C)=O)cc(NC(=O)c2ccccc2)c1=O
 : 5.7% | -10.2
COC(=O)N/N=C/c1ccc(-c2ccc(C)c(Cl)c2)o1
 : 2.6% | -12.4
Cc1cc(=O)oc2cc(OCC3CC(c4ccc(Br)cc4)=NO3)ccc12 (configuration not stated)
 : -0.5% | 15.7
CC(OC(=O)c1cccnc1Cl)C(=O)Nc1ccc(S(N)(=O)=O)cc1 (configuration not stated)
 : 3.4% | 5.2
Cc1ccc(C)c(NC(=O)c2ccc(OC(=O)c3ccco3)cc2)c1
 : i | .
CCOc1ccc(CN2CCN(C(=O)c3ccco3)CC2)cc1
 : 25.8% | 18.1
CCCCn1c(=O)[nH]c(=O)c2c(C(=O)OCC)cc(-c3cccs3)nc21
 : ? | .
NC(=O)CSc1ccc(S(=O)(=O)N2CCOCC2)cn1
 : 4.9% | 0.5
CCN(Cc1ccccc1)C(=O)C1CCN(C(=O)Nc2ccccc2)CC1
 : ? | .

(listing goes on)
Value order: Lipid storage S3 | Lipid storage S3 cell count max
Cc1ccnc(NC(=S)NC(=O)c2cccs2)c1
 : 27.8% | 9.1
CC(=O)N1CCc2cc(S(=O)(=O)N3CCCCC3C)ccc21 (configuration not stated)
 : ? | .
O=C(c1ccccc1)c1c[nH]c(C(=O)NCCCn2ccnc2)c1
 : ? | .
Cc1ccc(N(C(C)C(=O)NCc2ccncc2)S(C)(=O)=O)cc1C (configuration not stated)
 : ? | .
C=C(C)Cn1c(SCCCO)nc2c1c(=O)[nH]c(=O)n2C
 : ? | .
CSc1ccc(S(=O)(=O)NC2CC2)cc1
 : 15.4% | 1.2
CCCOc1cccc(C(=O)N/N=C/c2coc3ccccc3c2=O)c1
 : 7.9% | 2.0
Fc1ccc(-n2nnc(-c3cnc4ccccc4c3)n2)cc1
 : -0.9% | 17.9
CCNc1nc(SCC(N)=O)nc2sc3c(c12)CCN(C)C3
 : ? | .

An excerpt. The share of hits here may be higher or lower than overall.
